Cdc25B inh = inhibitors of Cdc25B phosphatase catalytic domain, primary screen, biochemical, OMFP fluorescence; M-phase inducer phosphatase 2 (Homo sapiens), P30305; recombinant Cdc25B, OMFP fluorescence Ex485/Em525; inhibition, %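 (compounds tested at 10 µM final in the well)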; 65,000 tested, 0.1% active; AID 368, 2006; in the data active = inhibition above about 50%
Hsp90 block = tumor Hsp90 inhibitors, primary screen, cell lysate, fluorescence polarization, NCI-N417 lysate; AID 429, 2006; inhibition, % at 30 µM; Cy3B-geldanamycin FP displacement; 64,000 tested, 0.35% active; Heat shock protein HSP 90-alpha (Homo sapiens), P07900;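 active = inhibition above 50%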;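 note: 0% = tracer plus lysate wells and 100% = tracer alone without lysate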
CatL block = inhibitors of human cathepsin L, biochemical; 58,000 tested, 0.17% active; purified cathepsin L, fluorogenic substrate, fluorescence; Procathepsin L (Homo sapiens), P07711; inhibition, %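 (tested at 10 µM)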; AID 460, 2006; in the data active = inhibition above about 45%;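 note: 0% = enzyme with no compound and 100% = no enzyme blank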
Target sequence (P07711 114-288 limits assumed): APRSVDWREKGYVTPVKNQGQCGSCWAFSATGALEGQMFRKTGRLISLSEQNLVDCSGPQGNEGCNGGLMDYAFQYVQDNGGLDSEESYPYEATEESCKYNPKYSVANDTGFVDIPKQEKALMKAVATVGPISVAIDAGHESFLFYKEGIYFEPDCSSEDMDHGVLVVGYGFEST
Target sequence (P07711 292-333 limits assumed): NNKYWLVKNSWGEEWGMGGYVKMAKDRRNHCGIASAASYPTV
MKP-1 inh = MKP-1 phosphatase inhibitors, primary screen, biochemical, in vitro; inhibition, %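 (compounds tested at a single concentration somewhere between 10 and 100 µM)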; 65,000 tested, 0.15% active; recombinant MKP-1, OMFP hydrolysis fluorescence; Dual specificity protein phosphatase 1 (Homo sapiens), P28562; AID 374, 2006;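 active = inhibition above about 50%, limit read from the data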;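 note: 0% = DMSO max control wells and 100% = wells with enzyme stopped by NaOH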
Target sequence (P28562 whole entry, looked up): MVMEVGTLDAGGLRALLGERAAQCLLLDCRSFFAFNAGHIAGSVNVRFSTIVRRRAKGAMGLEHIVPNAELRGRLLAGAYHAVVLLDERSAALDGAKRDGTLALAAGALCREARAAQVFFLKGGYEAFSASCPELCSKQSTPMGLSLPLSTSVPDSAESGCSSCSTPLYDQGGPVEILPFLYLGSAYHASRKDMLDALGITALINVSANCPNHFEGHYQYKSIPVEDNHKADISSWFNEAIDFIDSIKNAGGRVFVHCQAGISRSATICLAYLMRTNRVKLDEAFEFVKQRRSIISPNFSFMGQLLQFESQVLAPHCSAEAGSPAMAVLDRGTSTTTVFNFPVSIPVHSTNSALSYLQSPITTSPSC
5HT1a ag = human 5-HT1a receptor agonists, primary screen, cell-based, CHO, Ga15 NFAT-bla reporter; 5-hydroxytryptamine receptor 1A (Homo sapiens), P08908; CHO 5-HT1a Ga15 NFAT-bla reporter, FRET ratio; 0% basal, 100% maximal reference agonist; activation, % at 10 µM; 65,000 tested, 0.56% active; AID 567, 2006;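 active = activation above the screen-wide mean activation plus 3 SD, cut at about 19% in these data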;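 note: 0% = DMSO wells and 100% = 5-CT at EC100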
C1s block = complement C1s protease inhibitors, primary screen, biochemical, 10-compound mixtures; Complement C1s subcomponent (Homo sapiens), P09871; purified C1s, fluorogenic AMC substrate, pooled mixtures; mean inhibition % of two 10-compound mixtures (hits give high values), % at 5 µM (by protocol); 62,000 tested, 0.16% active; AID 538, 2006;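 active = inhibition above 20% in each of the two 10-compound mixture wells holding the compound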;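 note: 0% = enzyme wells lacking compound mixture and 100% = no-enzyme blank wells; some compounds called inactive have numbers as strong as hits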
FXIIa mix inh = human factor XIIa inhibitors, primary screen, biochemical, pooled compound mixtures, fluorogenic substrate | Coagulation factor XII (Homo sapiens), P00748 | purified FXIIa | inhibition, % at 5 µM | 62,000 tested, 0.2% active | AID 684, 2007;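 note: 0% = enzyme without compound and 100% = no enzyme blank; some results filed as inactive read as strong as hits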
FXIa inh mix = FXIa protease inhibitors in compound pools, primary screen, biochemical, 10-compound mixtures | Coagulation factor XI (Homo sapiens), P03951 | purified FXIa, fluorogenic substrate, pooled mixtures | inhibition, % at 5 µM | 62,000 tested, 0.19% active | AID 680, 2007;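 note: each value is inhibition by a whole ten-compound pool holding the compound; 0% = enzyme with no mixture and 100% = wells lacking enzyme; strong numbers were not always called active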
Cathepsin G inh = human cathepsin G inhibitors, primary screen, biochemical, pooled compound mixtures, AMC fluorescence | 62,000 tested, 0.2% active | AID 581, 2007 | inhibition, % at 5 µM (by protocol) | purified enzyme, AMC-tetrapeptide fluorescence | P08311;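 active = inhibition above 20% in each of the two mixture wells holding the compound; inactive = inhibition of 20% or less in either well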;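 note: 0% = enzyme control without mixture and 100% = blank lacking enzyme; strong numbers were not always called active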
Target sequence (P08311 21-244 limits assumed): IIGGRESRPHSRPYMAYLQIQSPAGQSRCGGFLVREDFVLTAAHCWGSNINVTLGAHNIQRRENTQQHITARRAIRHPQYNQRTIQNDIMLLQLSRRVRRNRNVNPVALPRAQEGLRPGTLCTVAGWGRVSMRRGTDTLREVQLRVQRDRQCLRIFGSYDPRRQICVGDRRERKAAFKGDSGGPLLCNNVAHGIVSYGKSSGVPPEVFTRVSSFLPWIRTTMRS
Starred values were filed as active, the others as inactive; · = no result given. Cut-off read from the data, not from the text of the source, unless noted: active = inhibition above about 20% (passing the limit was not always enough); inactive = the rest.

cpd	SMILES	MKP-1 inh	CatL block	Cdc25B inh	C1s block	FXIa inh mix	Hsp90 block	Cathepsin G inh	FXIIa mix inh	5HT1a ag
1	CC(C)n1c(NCc2ccc(N(C)C)cc2)nc2ccccc21	-2.2	·	-0.4	·	·	0.0	·	·	0.2
2	COC(=O)c1cc(NS(=O)(=O)c2ccc(OC)c(OC)c2)ccc1Cl	-4.1	5.3	-9.4	-33.5	4.9	-3.2	0.4	7.3	0.2
3	COc1c(C(=O)Nc2c(C)n(C)n(-c3ccccc3)c2=O)ccc2ccccc12	2.2	-5.5	-6.3	11.2	8.0	-5.4	11.1	2.6	-3.1
4	CCCOc1ccc(/C(O)=C2/C(=O)C(=O)N(CCCOC)C2c2ccncc2)cc1 (configuration not stated)	-4.6	1.6	2.1	8.2	5.7	2.9	4.4	-1.7	-5.2
5	O=C(CCN1CCCCC1)Nc1cccc(Cl)c1	3.2	-14.2	6.3	-37.4	4.5	-0.5	13.3	4.4	-1.8
6	Cc1cc(C)nc(N2C(=O)CC(Cc3ccccc3)C2=O)n1 (configuration not stated)	5.5	-2.1	-0.6	-34.4	-7.4	-0.3	-4.7	10.3	0.3
7	CC1CC(C)CN(c2oc(-c3ccco3)nc2C#N)C1 (configuration not stated)	3.7	3.4	-1.7	-71.3	-8.0	-1.6	6.4	5.0	-1.9
8	O=C(CSc1nnnn1C1CCCCC1)N1CCc2ccccc21	-11.9	11.3	-2.7	9.3	8.1	-3.2	11.8	2.8	-0.3
9	O=C1C(C=NCc2ccco2)=C(O)c2ccccc21	3.4	0.3	-0.2	-7.1	2.7	-2.5	0.1	-1.8	-1.6
10	COc1ccccc1C1(O)CCN(CC(=O)Nc2c(C)nn(C)c2C)CC1	2.2	-0.3	-19.8	-19.9	-0.1	-1.5	6.6	4.0	-2.2
11	O=C(Nc1nnc(-c2ccco2)s1)C1CCN(S(=O)(=O)c2ccc(Cl)cc2)CC1	22.5	17.0	3.7	-11.9	3.1	-2.1	-11.1	2.4	-1.6
12	Cn1cccc1C1NC(=O)c2c(sc3c2CCC(C(C)(C)C)C3)N1 (configuration not stated)	32.9	-2.5	0.7	16.3	2.8	-7.2	15.7	2.8	-0.4
13	CC1=C(C(=O)Nc2ccccc2C)C(c2ccc(C)o2)N2C(=O)CSC2=N1 (configuration not stated)	7.1	-4.4	1.9	-0.6	4.7	-2.1	1.8	-15.5	-0.5
14	N#CC(C(=O)NCCc1ccccc1)c1nc2ccccc2nc1N1CCCCC1 (configuration not stated)	15.8	2.9	-1.6	7.0	4.4	-3.6	46.3	1.9	-1.0
15	O=C(NCC1c2ccccc2CCN1C(=O)CN1CCOCC1)C1CCCCC1 (configuration not stated)	18.7	0.1	-12.4	15.2	6.4	-2.2	10.3	-1.7	-3.6
16	COC(=O)C1CCN(C(=O)NC(C)(C)C)CC1	5.1	8.2	1.0	12.4	-0.4	0.3	8.7	2.8	-4.7
17	COc1ccc(O)c(CN2CCN(C/C=C/c3ccccc3)CC2)c1	1.4	5.2	1.1	0.3	-1.8	-0.8	-2.0	1.2	1.4
18	CC(=O)Nc1c(C(=O)O)[nH]c2ccccc12	-12.5	1.1	7.6	-10.3	-0.1	-1.9	-4.0	1.7	-2.8
19	Oc1c(C(Nc2nc3ccccc3s2)c2ccco2)ccc2cccnc12 (configuration not stated)	-0.5	5.4	2.2	-12.9	3.0	-2.2	-6.3	12.3	5.6
20	COc1ccc(C(=O)Nc2nncs2)cc1S(=O)(=O)N1CC(c2ccccc2)CC1=O (configuration not stated)	31.0	·	-25.9	-38.2	-5.5	-5.6	-11.4	0.6	2.8
21	CC(=O)Oc1cccc(N2C(=O)C3C(C2=O)C2C=CC3C23CC3)c1 (configuration not stated)	2.7	-5.2	15.0	12.8	7.5	-5.3	8.4	4.1	-3.3
22	COc1ccc2c(c1OC)C(=O)N(c1cccc(C)c1)C2=O	-2.3	·	1.2	10.3	9.9	-3.2	9.6	2.3	0.1
23	O=C(NCCN1CCOCC1)c1ccc2c(c1)N(Cc1ccccc1F)C(=O)CS2	2.0	12.6	-15.4	-0.3	0.8	-1.9	5.7	10.9	0.9
24	Cc1cc(C)c2nc(SCC(=O)N3CCCCC3)c(C#N)cc2c1	7.6	-2.3	8.3	4.3	10.1	-2.1	5.6	-1.2	-0.3
25	CCOC(=O)c1ccc(NC(=O)CSc2nnc(COc3ccccc3OC)n2CC)cc1	0.2	-1.0	7.7	-0.5	13.0	-2.5	0.0	14.5	4.2
26	O=c1[nH]c(Nc2nc3ccccc3o2)nc2c1CCCC2	7.6	·	-6.5	0.8	9.6	-1.6	0.9	9.2	-1.0
27	O=C1CC(c2cccs2)c2cc3c(cc2N1)OCO3 (configuration not stated)	10.1	23.8	-0.5	-2.3	-0.2	-1.0	6.9	6.0	-4.5
28	CCOc1ccc2nc(N3CCCC(C(=O)N4CCN(CC)CC4)C3)sc2c1 (configuration not stated)	1.3	7.2	-0.3	-11.6	-3.3	-1.1	-2.4	10.8	0.0
29	CCS(=O)(=O)Nc1cccc(C(=O)CC2(O)C(=O)Nc3ccccc32)c1 (configuration not stated)	10.4	5.2	-9.9	6.0	4.2	-6.3	8.4	-9.9	-2.0
30	CCOc1ccc(N2C(=O)c3cccnc3C2Nc2ccc(Cl)cc2)cc1 (configuration not stated)	36.0	-6.0	-2.2	-15.3	3.3	-6.8	4.7	5.5	-2.9

The final 2 compounds of the part before lead into the next:
cpd	SMILES	MKP-1 inh	CatL block	Cdc25B inh	C1s block	FXIa inh mix	Hsp90 block	Cathepsin G inh	FXIIa mix inh	5HT1a ag
29	CCS(=O)(=O)Nc1cccc(C(=O)CC2(O)C(=O)Nc3ccccc32)c1 (configuration not stated)	10.4	5.2	-9.9	6.0	4.2	-6.3	8.4	-9.9	-2.0
30	CCOc1ccc(N2C(=O)c3cccnc3C2Nc2ccc(Cl)cc2)cc1 (configuration not stated)	36.0	-6.0	-2.2	-15.3	3.3	-6.8	4.7	5.5	-2.9
31	Cc1ccc2c(c1)C(O)(c1c(C)[nH]c3ccccc13)C(=O)N2 (configuration not stated)	13.5	-4.2	1.1	7.4	3.7	-15.8	1.1	11.5	-1.2
32	O=C(CN1C(=O)CSC1=O)Nc1ccc(F)c(F)c1F	6.9	1.3	-4.0	-40.4	-7.7	0.2	5.7	1.3	-1.0
33	COc1cc2ccccc2cc1C(=O)N1CCN(C)CC1	-23.8	-0.2	-5.7	-2.5	10.6	-0.1	1.0	-0.6	-0.9
34	CCOC(=O)N1CCN(C(=O)c2ccc3nc4ccsc4c(=O)n3c2)CC1	1.2	-142.6	-12.9	-10.9	-2.5	-0.3	-4.1	-2.5	0.5
35	COC(=O)c1ccccc1NC(=O)Cn1ccnc1	-2.2	-3.4	-6.8	4.3	-3.7	-0.1	-0.5	8.8	-3.2
36	CCCN1C(=O)C2C(C(=O)Nc3cccc(OC)c3)C3C=CC2(O3)C1C(=O)NC1CCCCC1 (configuration not stated)	-9.4	14.1	-0.3	-4.5	2.2	-0.4	-0.4	9.6	1.5
37	O=C(c1cccs1)N1CCN(S(=O)(=O)N2CCCCC2)CC1	4.3	-3.8	1.8	11.8	4.9	-1.9	12.0	1.1	1.1
38	O=C(Nc1ccc(Cl)cc1C(=O)O)c1ccc2c(c1)C(=O)N(Cc1ccco1)C2=O	22.6	16.0	-0.4	-7.2	9.4	-1.8	5.9	1.9	0.7
39	O=S(=O)(NCCSc1ccc(Cl)cc1)c1ccc2c(c1)OCCO2	-10.6	-7.3	1.2	1.3	3.3	-2.1	3.2	-3.2	2.0
40	COc1nc(NC(C)(C)C)nc(Oc2ccc(=O)n(C)n2)n1	17.1	-5.1	2.8	-5.6	-0.8	-2.3	5.4	5.2	-5.4
41	Cc1ccc(NC(=O)CSc2nnc(-c3ccc(S(=O)(=O)N4CCCC4)cc3)o2)cc1C	53.2*	20.7	-5.5	-66.0	-13.0	1.9	-9.0	-15.6	-2.0
42	CCOCCCNC(=O)c1cc(C)nn1-c1ccccc1	8.2	·	-0.8	-24.3	5.1	-3.9	-1.1	8.8	2.1
43	COCCOC(=O)C1=C(C)OC(N)=C(C#N)C1c1ccc2c(c1)OCO2 (configuration not stated)	-6.3	-1.0	-3.9	-6.6	0.6	-5.6	6.9	6.3	-3.6
44	COc1cc(S(=O)(=O)N2CCC(C(N)=O)CC2)c(C)cc1C	6.8	24.9	-11.3	6.5	-0.5	-1.4	6.1	0.0	0.3
45	COc1ccc(S(=O)(=O)N2CCN(C(=O)NC3CCCCC3)CC2)cc1OC	0.6	14.0	-2.3	-14.3	-12.8	-3.2	-3.0	-1.5	-0.8
46	CC1=C(Sc2nc3ccccc3[nH]2)C(=O)NC(C)(C)C1	-30.8	-2.6	0.3	-19.5	-1.9	0.3	-9.5	-17.2	-1.7
47	Nc1cccc(-c2nc3ccccc3[nH]2)c1	-8.5	·	0.0	·	·	-0.9	·	·	-2.2
48	COc1cc(Br)cc2cc(C(=O)N3CCCCC3C)c(=O)oc12 (configuration not stated)	0.9	-3.5	-4.4	8.4	0.3	-1.6	6.6	13.4	-0.1
49	COC(=O)c1ccc(Cn2cnc3c(cnn3-c3ccc(C)c(C)c3)c2=O)o1	29.9	·	-11.4	·	·	-0.7	·	·	-0.6
50	O=C(Cn1nc(-c2cccc(Cl)c2)ccc1=O)Nc1cccnc1	11.2	2.3	1.1	-19.3	-4.1	0.1	7.1	-12.8	2.7
51	O=C(CN(c1ccc2c(c1)OCCO2)S(=O)(=O)c1ccccc1)NCC1CCCO1 (configuration not stated)	-8.9	-4.1	-6.6	-0.7	7.9	-3.3	2.7	-14.5	-1.3
52	COC(=O)c1ccc(-c2n[nH]c(=O)c3ccccc23)cc1	-9.2	9.5	2.3	12.3	2.6	-2.7	6.5	-13.7	-0.4
53	CCOC(=O)C1=C(CN2CCC(C)CC2)NC(=O)NC1c1ccc(Cl)cc1 (configuration not stated)	7.9	·	-5.4	-12.6	6.6	0.3	-2.7	-38.4	0.5
54	c1ccc(-n2cnnc2SCc2nc3ccccc3s2)cc1	18.4	·	-0.8	2.6	1.5	-10.7	8.4	-2.7	2.2
55	COc1ccc(N=C2C(=O)Nc3c(C)cccc32)cc1	-26.7	0.5	-1.7	6.0	-0.7	-5.3	8.6	9.5	-3.9
56	CC(C)(C)NC(=O)COC(=O)c1snc(C(=O)NC2CCCCC2)c1N	0.6	-3.8	-0.7	-1.9	6.6	-2.8	-2.4	-17.0	2.5
57	O=C(CCn1c(=O)[nH]c2ccsc2c1=O)N1CCc2ccccc2C1	-1.0	-3.6	-4.5	0.8	7.8	·	14.7	31.9	1.4
58	CCN1CCN(C(c2ccccc2OC)c2nnnn2C2CCCCC2)CC1 (configuration not stated)	29.3	21.3	-10.9	-1.9	-5.6	-3.0	8.4	8.6	-2.0
59	O=c1[nH]c2ccc(S(=O)(=O)N3CCCCC3)cc2[nH]1	17.1	3.6	-8.2	1.0	2.8	-1.9	-2.5	10.8	-1.4
60	O=S(=O)(c1ccc2c(c1)OCCO2)N1CCC(c2nc3ccccc3s2)CC1	0.3	3.6	0.5	-50.5	-2.1	-2.8	-13.4	-20.8	1.3

Source: PubChem
